NPY-Y1 PAM-ag – human NPY-Y1 potentiation or agonism, primary screen; activation, % at 3.6 µM; AID 1304; NPY-Y1 expressing cells, potentiator/agonist activation; 220,000 tested, 0.37% active; in the data active means activation above about 33%, passing the limit was not always enough;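 further: cells stimulated with NPY at EC10 then isoproterenol at EC100; 0% = low agonist plus stimulus and 100% = saturating agonist plus stimulus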
Mdm2 ligase inh – inhibitors of human Mdm2 E3 ubiquitin ligase. Q00987. signal enhancement, % at 5 µM. cell-based MDM2 ubiquitination luciferase reporter, 2 h; 0 = plate control, 100 = twice control, blank-subtracted. 210,000 tested, 0.11% active. AID 1230;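 active means signal enhancement of 30% or more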;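 further: luminescence tracks abundance of the self-degrading MDM2-luciferase fusion protein; higher signal means inhibition of MDM2 E3 ligase activity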
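Assay system: stable mammalian line carrying autodegrading MDM2–luciferase fusion reporter; Input: 2000 cells in each well; Compound dosing: single-point 5 µM; Schedule: 2 h compound exposure at 37 °C; Signal: SteadyLite luciferase luminescence after 15 min room-temperature reagent incubation; Evaluation: % luminescence enhancement versus blank-corrected plate control mean; Benchmarks: plate controls and plate blanks.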
NPY-Y2 PAM-ag – potentiators or agonists of human neuropeptide Y receptor Y2 | activation, % at 3.6 µM | cells expressing NPY-Y2, potentiator/agonist read-out | 220,000 tested, 0.45% active | AID 1359; in the data active means activation above about 27%;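 further: cells stimulated with NPY near EC25 plus isoproterenol at EC100; 0% = vehicle plus submaximal agonist and 100% = vehicle plus saturating agonist; some results beyond the cut were filed as inactive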
Target sequence (P49146 whole entry, looked up): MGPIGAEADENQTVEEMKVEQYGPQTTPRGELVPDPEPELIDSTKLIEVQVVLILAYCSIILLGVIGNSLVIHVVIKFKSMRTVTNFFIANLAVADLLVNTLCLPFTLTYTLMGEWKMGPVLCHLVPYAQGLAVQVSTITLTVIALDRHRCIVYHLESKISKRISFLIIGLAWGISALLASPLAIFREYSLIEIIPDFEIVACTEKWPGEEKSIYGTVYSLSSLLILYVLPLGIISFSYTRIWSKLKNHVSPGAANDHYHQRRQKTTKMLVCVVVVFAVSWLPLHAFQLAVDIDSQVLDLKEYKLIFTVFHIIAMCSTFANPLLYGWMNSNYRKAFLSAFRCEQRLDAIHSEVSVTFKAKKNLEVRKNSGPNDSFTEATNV
Runt-CBFb FRET – blocks binding of human RUNX1 Runt domain to CBFb; Q01196+Q13951; Cerulean-Runt/Venus-CBFb FRET ratio 530/480, 1 h; inhibition, % at 20 µM; 220,000 tested, 0.46% active;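 active means inhibition over about 50% at 20 µM in the single-dose screen, limit read from the data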;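 further: 0% = DMSO wells and 100% = excess unlabeled CBFb competitor control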
Target sequence (Q01196 whole entry, looked up, the tested form may be a part): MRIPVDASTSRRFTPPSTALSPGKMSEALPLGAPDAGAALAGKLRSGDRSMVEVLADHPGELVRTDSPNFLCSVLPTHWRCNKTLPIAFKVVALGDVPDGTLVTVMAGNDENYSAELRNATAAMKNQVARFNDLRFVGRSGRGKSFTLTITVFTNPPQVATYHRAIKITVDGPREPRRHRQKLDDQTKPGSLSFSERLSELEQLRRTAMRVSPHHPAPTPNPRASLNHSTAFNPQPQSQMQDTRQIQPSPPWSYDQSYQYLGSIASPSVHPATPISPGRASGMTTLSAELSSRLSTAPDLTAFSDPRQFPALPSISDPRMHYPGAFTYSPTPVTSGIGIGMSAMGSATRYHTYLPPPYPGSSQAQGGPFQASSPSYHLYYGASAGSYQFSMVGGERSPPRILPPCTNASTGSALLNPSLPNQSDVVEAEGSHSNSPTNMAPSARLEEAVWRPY
Target sequence (Q13951 whole entry, looked up, the tested form may be a part): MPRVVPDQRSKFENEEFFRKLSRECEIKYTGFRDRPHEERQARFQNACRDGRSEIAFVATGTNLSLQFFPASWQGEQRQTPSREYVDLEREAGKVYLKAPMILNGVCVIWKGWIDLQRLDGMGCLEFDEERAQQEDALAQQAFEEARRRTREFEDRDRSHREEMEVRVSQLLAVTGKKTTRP
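Measured by: fluorescence energy transfer, 422 nm excitation, 530/480 nm emission; test system: Cerulean-tagged RUNX1 Runt domain (FRET donor) fusion protein; buffer or medium: Tris pH 7.5 buffer with BSA; compound: one dose, 20 µM compound, 1% DMSO; times: two 1 h room-temperature incubations shielded from light; benchmarks: unlabeled CBFb 5 µM, positive control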
NPY-Y1 antag – NPY-Y1 (human) receptor antagonism; inhibition, % at 3.6 µM; AID 1040; P25929; 200,000 tested, 1% active; HEK293-CNG Y1 cells, membrane potential fluorescence; NPY at EC95, then isoproterenol;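 active means inhibition above the campaign mean inhibition of all tested compounds plus 3 SD, cut at about 20% in these data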;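 further: 0% = DMSO wells given NPY plus isoproterenol and 100% = isoproterenol alone without NPY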
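Test system: HEK293 cells co-expressing NPY Y1 receptor and cyclic-nucleotide gated channel; Also added: NPY (25 nM), isoproterenol (1 µM), Ro 20-1724 (25 µM); Compound dosing: one concentration, 3.6 µM, in 0.4% DMSO; Timing: dye 3 h, compound 60 min room temperature, stimulation 45 min; Technique: Membrane-potential fluorescent dye readout.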
Hck-Nef inh – human Hck-Nef kinase inhibition | P08631 | Recombinant Hck-YEEI plus Nef, Z-Lyte FRET kinase assay | inhibition, % at 20 µM | 220,000 tested, 0.68% active;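 active means Hck-Nef kinase inhibition above about 50%, limit read from the data; inactive means inhibition below that limit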;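 further: 0% = DMSO with Hck plus Nef and 100% = Hck alone without Nef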
RBBP9 inhibitor – inhibitors of human serine hydrolase RBBP9; recombinant RBBP9, FP-Rh probe fluorescence polarization; inhibition, % at 7.94 µM; 220,000 tested, 0.2% active;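 active means inhibition above the campaign mean of all tested compounds plus 3 SD, cut at about 14% in these data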;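 further: plate controls were DMSO wells with RBBP9 for no effect and wells lacking RBBP9 protein for full effect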
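Measured by: FP readout at 525/598 nm; material: recombinant human RBBP9; also added: Serine-hydrolase probe FP-Rh, 375 nM pre-mixing; medium: Tris buffer pH 8.0, NaCl, Pluronic; replication: one well per compound; doses: one concentration, 7.94 µM nominal, 0.794% DMSO; timing: preincubation 30 min plus labeling 45 min at 25 °C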
p97 inhibitor – inhibitors of human p97 ATPase. P55072. 220,000 tested, 0.42% active. inhibition, % at 8 µM. AID 1481. recombinant p97 ATPase, Kinase-Glo ATP luminescence, 3 h; in the data active means inhibition above about 15%;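 further: 0% = DMSO vehicle and 100% = wells lacking enzyme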
Runt-SMMHC FRET – inhibitors of human RUNX1 Runt domain binding to CBFb-SMMHC; AID 1434; Q01196+Q13951; 220,000 tested, 0.74% active; inhibition, % at 20 µM; Cerulean-Runt/Venus-CBFb-SMMHC FRET ratio 530/480, 1 h;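 active means mean inhibition across duplicate retests at 20 µM reaching about 50%, limit read from the data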;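 further: 0% = DMSO wells and 100% = wells with excess untagged CBFb-SMMHC; inhibitors lower the FRET ratio by blocking Runt binding to CBFb-SMMHC; some results filed as inactive read as strong as hits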
Numbers without * were called inactive; x = no result given.

Sample of the layout, three compounds:
Hck-Nef inh | Runt-CBFb FRET | Mdm2 ligase inh | Runt-SMMHC FRET | p97 inhibitor | NPY-Y1 PAM-ag | RBBP9 inhibitor | NPY-Y2 PAM-ag | NPY-Y1 antag | smiles
-19 | -3 | -9 | 1 | 2 | 15 | -7 | -9 | 7 | O=C(NCC(=O)N(c1cccnc1)C(C(=O)NC1CCCC1)c1ccco1)c1cccs1 (centres undefined)
22 | -1 | -8 | -1 | 3 | -13 | -7 | 1 | -1 | COc1ccc(CCNC(=O)c2ccc(=O)[nH]c2)cc1
0 | -12 | 1 | -41 | 0 | -17 | -10 | -6 | 2 | CC(C)(C)C1CCc2c(sc(NC(=O)c3ccncc3)c2C(N)=O)C1 (centres undefined)

Main list, repeating the preview:
Hck-Nef inh | Runt-CBFb FRET | Mdm2 ligase inh | Runt-SMMHC FRET | p97 inhibitor | NPY-Y1 PAM-ag | RBBP9 inhibitor | NPY-Y2 PAM-ag | NPY-Y1 antag | smiles
-19 | -3 | -9 | 1 | 2 | 15 | -7 | -9 | 7 | O=C(NCC(=O)N(c1cccnc1)C(C(=O)NC1CCCC1)c1ccco1)c1cccs1 (centres undefined)
22 | -1 | -8 | -1 | 3 | -13 | -7 | 1 | -1 | COc1ccc(CCNC(=O)c2ccc(=O)[nH]c2)cc1
0 | -12 | 1 | -41 | 0 | -17 | -10 | -6 | 2 | CC(C)(C)C1CCc2c(sc(NC(=O)c3ccncc3)c2C(N)=O)C1 (centres undefined)
2 | -1 | -1 | -2 | -4 | -9 | -4 | 5 | 2 | COc1ccccc1NC(=S)NC(=O)C(C)(C)C
-1 | 6 | -17 | 5 | 4 | -32 | 4 | -5 | -1 | O=S(=O)(NCc1cn2ccsc2n1)c1ccc(Oc2ccccc2)cc1
3 | 1 | -9 | 2 | -2 | -3 | -1 | -1 | x | Cc1oc(S(=O)(=O)N2CCCCC2)cc1NC(=O)Nc1ccc(Cl)cc1
-3 | 1 | -9 | -2 | -8 | -17 | -2 | -9 | -2 | CCc1ccc(/C=C2\SC(N3CCOCC3)=NC2=O)cc1
15 | -1 | -8 | 0 | -10 | -16 | -13 | -4 | 7 | CCSC1=NCCN1C(=O)Cc1ccc(-c2ccccc2)cc1
1 | 3 | -4 | 0 | 2 | 5 | 4 | -19 | 5 | Cc1onc(-c2c(Cl)cccc2Cl)c1C(=O)N1CCCc2ccccc21
-1 | -4 | 8 | -5 | -3 | -21 | 12 | 4 | 4 | O=C(c1cccc(F)c1)N1CCN(c2cc(N3CCCCC3)c(F)cc2[N+](=O)[O-])CC1
-11 | -1 | -14 | -1 | -4 | -6 | -4 | -12 | 8 | CCOC(=O)C(Cc1ccc(Cl)cc1Cl)c1ccno1 (centres undefined)
2 | 0 | -7 | -8 | 6 | 15 | 4 | -11 | 0 | CCC(C)(C)NCC(=O)Nc1ccc(OC(F)(F)F)cc1
23 | -1 | -8 | 0 | 2 | -3 | -5 | -3 | x | Cc1ccc(C2c3c(oc4ccccc4c3=O)C(=O)N2c2nncs2)cc1 (centres undefined)
0 | 0 | -17 | -3 | 4 | 4 | -8 | 5 | 6 | Cc1cc(C)c2c(=O)[nH]n(C(C)C)c2n1
-1 | -5 | 2 | -1 | 4 | 4 | -3 | 9 | -3 | COC(=O)C(C)(C)ONC(=O)Nc1ccc(C)cc1
6 | 1 | -4 | 5 | 1 | -11 | -2 | 0 | 5 | Cc1nnn(C23CC4CC(CC(CC(=O)Nc5ccc(C)c(Cl)c5)(C4)C2)C3)n1
20 | 5 | -18 | -1 | -5 | -5 | -13 | -8 | 2 | CCN1/C(=C\C=C2\C(=O)N(c3ccccc3)C(=S)N2C)Sc2ccccc21
1 | -3 | -6 | 0 | 0 | -16 | -7 | 10 | 3 | COC(C(=O)NCc1ccccc1C)c1ccccc1 (centres undefined)
-2 | -2 | -6 | -2 | 5 | -19 | -2 | -13 | -4 | N/C(CCN1CCCCC1)=N/O
0 | -2 | -10 | 0 | -2 | -5 | -5 | 6 | -2 | COC(=O)c1cc(Br)c(=O)n(-c2cc(C)on2)c1
-2 | -1 | -10 | -3 | 6 | -5 | 0 | 15 | -11 | Cn1c(SCc2ccc(C#N)cc2)nnc1-c1ccccc1
20 | -2 | -17 | -14 | 6 | -1 | 1 | -25 | x | COc1cc(C=C2C(=O)c3ccccc3C2=O)cc(OC)c1
16 | 8 | 15 | 11 | x | x | x | x | x | COC(=O)CCC(=O)OC1(C)C(=O)C2=CN(CC3CC3)C(c3ccc(OC)cc3)=CC2=C(Br)C1=O (centres undefined)
1 | 8 | -5 | 1 | -1 | 6 | -3 | -16 | 14 | CCC1=Nc2ccc(Br)cc2C(c2ccccc2)N1CC(=O)OC (centres undefined)
28 | 0 | 0 | -5 | -1 | -2 | -10 | -1 | 4 | COc1ccc(/C=C2\CCC/C(=C\C=N\N(C)C)C2=O)cc1
6 | 1 | -26 | -2 | -1 | -17 | -2 | -8 | -7 | CCC1=NC(c2ccccc2OC)N(O)C1(C)C (centres undefined)
-6 | -2 | -13 | 0 | 2 | 7 | 1 | 7 | -2 | CC(=O)c1cc(C#N)c(N2CC(C)OC(C)C2)nc1C (centres undefined)
-1 | -1 | -18 | -1 | 1 | 16 | -5 | 12 | 2 | Cc1ccc(NC(=O)C(C)NS(=O)(=O)c2ccc(F)cc2)cc1C (centres undefined)
1 | 0 | -3 | 2 | -3 | -20 | 4 | -18 | 4 | CCn1c(SCC(=O)Nc2nc(C)c(C)s2)nnc1-c1cccs1
6 | -2 | -13 | 0 | -2 | -5 | -4 | 0 | 2 | CC(C)OC(=O)NS(=O)(=O)c1cccc([N+](=O)[O-])c1
3 | 1 | -3 | -1 | -5 | 5 | -7 | -1 | 3 | CC(=O)Nc1ccccc1C(=O)N1CC2(C)CC1CC(C)(C)C2 (centres undefined)
1 | 1 | 3 | -7 | 0 | -14 | -2 | -6 | 4 | CCOC(=O)c1cnc2nc(C(F)(F)F)[nH]n2c1=O
10 | 0 | -2 | 4 | 6 | 8 | 2 | 4 | 5 | O=C(CS(=O)Cc1ccccc1Cl)Nc1ccccc1Cl (centres undefined)
-10 | -1 | x | -1 | 2 | 24 | -1 | -10 | 3 | Cn1nccc1C(=O)N1CCN(c2ccc(F)cc2)CC1
-6 | 10 | -21 | -2 | -2 | 24 | -5 | 15 | x | Cc1cc(C)c(O)c(C2(O)C(=O)c3ccccc3C2=O)c1
0 | -2 | -3 | -4 | 3 | -11 | 6 | 7 | 4 | COc1ccc(C(=S)N2CCOCC2)cc1OC(=O)c1cc([N+](=O)[O-])c(C)c([N+](=O)[O-])c1
23 | -3 | -11 | 0 | -1 | 19 | -2 | -8 | 0 | CCOc1cc(CNn2c(C)nnc2SCC(=O)NC(C)(C)C)ccc1OCC(=O)NC(C)(C)C
2 | 0 | -7 | 2 | 5 | 11 | -7 | 7 | -2 | Fc1cccc(NC(=S)NCC(c2cccnc2)N2CCOCC2)c1 (centres undefined)
11 | 0 | -2 | 2 | 0 | 2 | -6 | -6 | 1 | Cn1cccc1/C=N/NC(=O)c1ccco1
-2 | -3 | -4 | -12 | -1 | 0 | 4 | -1 | -6 | CC(C)(C)CN1CCNC(=O)C1CC(=O)NCCc1ccccc1C(F)(F)F (centres undefined)
21 | 1 | x | 5 | 5 | 29 | -3 | -12 | x | O=C(COc1cccnc1[N+](=O)[O-])Nc1ccc2c(c1)CCC2
-19 | 0 | 3 | 0 | -3 | -9 | -12 | -12 | x | Cc1sc(NC(=O)CN2CCOCC2)c(C#N)c1C
23 | -1 | -19 | 2 | 3 | 6 | 1 | 2 | -10 | Cc1c(Cl)c([N+](=O)[O-])nn1CC(=O)NCc1cccnc1
13 | -1 | -4 | 2 | -1 | -34 | 2 | 0 | 1 | CCSc1nc(-c2ccc(OC)cc2)n(-c2nc3ccccc3s2)n1
1 | -10 | -11 | -35 | 2 | -15 | -8 | 12 | -2 | CCCCNC(=O)CC1Nc2ccccc2NC1=O (centres undefined)
1 | 2 | 12 | 1 | 1 | 10 | -4 | -4 | 5 | COc1ccc(C(CNC(=O)c2ccccc2C)N2CCCC2)cc1 (centres undefined)
0 | -2 | -4 | 0 | -4 | 11 | -6 | -4 | 3 | CC1CCc2c(sc3c2C2=NS(=O)(=O)CCN2C=N3)C1 (centres undefined)
-1 | -1 | -2 | 5 | 1 | 14 | -7 | 3 | -1 | CCOC(=O)N1CCN(C(=O)c2cccc(NC3=NC4CS(=O)(=O)CC4S3)c2)CC1 (centres undefined)
0 | 40 | -3 | 33 | 7 | -1 | -3 | 4 | -1 | O=C1OC(NC(=O)c2ccccc2)C(n2cc(CO)nn2)=C1Cl (centres undefined)
145* | 10 | -24 | 60* | -14 | 5 | -8 | 7 | 4 | N=c1c(C(=O)NCc2ccc(F)cc2)cc2c(=O)n3ccccc3nc2n1CC1CCCO1 (centres undefined)

Additional structures:
Hck-Nef inh | Runt-CBFb FRET | Mdm2 ligase inh | Runt-SMMHC FRET | p97 inhibitor | NPY-Y1 PAM-ag | RBBP9 inhibitor | NPY-Y2 PAM-ag | NPY-Y1 antag | smiles
7 | -7 | -3 | 1 | -3 | -11 | 3 | -1 | 1 | COC(=O)c1c(-c2ccncc2)csc1NC(=O)c1ccoc1C
3 | -3 | -4 | -3 | -2 | 4 | -5 | 4 | 1 | CCCNC(=O)/C=C/c1ccc(C(C)C)cc1
31 | 2 | x | 1 | 7 | 24 | 3 | 1 | x | O=C1c2ccc3c4c(ccc(c24)C(=O)N1c1cccc(O)c1)C(=O)N(c1cccc(O)c1)C3=O
-2 | 0 | -13 | 0 | -6 | -32 | -8 | -21 | 18 | O=C(OCc1ccc2c(c1)OCO2)c1cccc(S(=O)(=O)N2CCCCC2)c1
25 | -9 | -7 | -4 | 0 | 7 | 1 | -1 | -2 | Cc1cc(C)cc(NC(=S)N(Cc2ccc(Cl)cc2)Cc2ccc(C(=O)O)cc2)c1
0 | 0 | 11 | 2 | 3 | -18 | -8 | -15 | 2 | CCOc1ccc(CN2CCNC(=O)C2CC(=O)O)cc1 (centres undefined)
0 | 3 | -3 | 3 | 1 | 10 | -1 | -8 | -7 | N#Cc1c(NC(=O)c2ccc(Cn3cc(Br)cn3)o2)sc2c1CCCCC2
0 | -2 | 9 | -2 | 4 | -3 | 3 | -15 | 0 | NC(=O)COC(=O)c1cccnc1Nc1ccccc1F

Assay outcomes as filed in PubChem BioAssay.
